Keap1 Nrf2 FP: inhibitors of human Keap1-Nrf2 protein-protein interaction; Keap1 Kelch-Nrf2 peptide fluorescence polarization, 1536-well; 340,000 compounds, 0.15% hits; inhibition, % at 9.4 µM; in the data active = inhibition above about 12%; inconclusive = no clear call, values can overlap the other calls; inactive = below about 7.3%;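 note: human Keap1 Kelch domain with fluorescein labeled Nrf2 9mer peptide probe; 0% = neutral control wells and 100% = peptide positive control; higher means more block of Keap1 binding to Nrf2 peptide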
NSD2 inh: blocks human histone methyltransferase NSD2; AID 743445; 310,000 compounds, 0.54% hits; O96028; NSD2 peptide methylation, AlphaScreen, 120 min; inhibition, % at 12.5 µM; in the data active = inhibition above about 50%
Target sequence (O96028 whole entry, looked up): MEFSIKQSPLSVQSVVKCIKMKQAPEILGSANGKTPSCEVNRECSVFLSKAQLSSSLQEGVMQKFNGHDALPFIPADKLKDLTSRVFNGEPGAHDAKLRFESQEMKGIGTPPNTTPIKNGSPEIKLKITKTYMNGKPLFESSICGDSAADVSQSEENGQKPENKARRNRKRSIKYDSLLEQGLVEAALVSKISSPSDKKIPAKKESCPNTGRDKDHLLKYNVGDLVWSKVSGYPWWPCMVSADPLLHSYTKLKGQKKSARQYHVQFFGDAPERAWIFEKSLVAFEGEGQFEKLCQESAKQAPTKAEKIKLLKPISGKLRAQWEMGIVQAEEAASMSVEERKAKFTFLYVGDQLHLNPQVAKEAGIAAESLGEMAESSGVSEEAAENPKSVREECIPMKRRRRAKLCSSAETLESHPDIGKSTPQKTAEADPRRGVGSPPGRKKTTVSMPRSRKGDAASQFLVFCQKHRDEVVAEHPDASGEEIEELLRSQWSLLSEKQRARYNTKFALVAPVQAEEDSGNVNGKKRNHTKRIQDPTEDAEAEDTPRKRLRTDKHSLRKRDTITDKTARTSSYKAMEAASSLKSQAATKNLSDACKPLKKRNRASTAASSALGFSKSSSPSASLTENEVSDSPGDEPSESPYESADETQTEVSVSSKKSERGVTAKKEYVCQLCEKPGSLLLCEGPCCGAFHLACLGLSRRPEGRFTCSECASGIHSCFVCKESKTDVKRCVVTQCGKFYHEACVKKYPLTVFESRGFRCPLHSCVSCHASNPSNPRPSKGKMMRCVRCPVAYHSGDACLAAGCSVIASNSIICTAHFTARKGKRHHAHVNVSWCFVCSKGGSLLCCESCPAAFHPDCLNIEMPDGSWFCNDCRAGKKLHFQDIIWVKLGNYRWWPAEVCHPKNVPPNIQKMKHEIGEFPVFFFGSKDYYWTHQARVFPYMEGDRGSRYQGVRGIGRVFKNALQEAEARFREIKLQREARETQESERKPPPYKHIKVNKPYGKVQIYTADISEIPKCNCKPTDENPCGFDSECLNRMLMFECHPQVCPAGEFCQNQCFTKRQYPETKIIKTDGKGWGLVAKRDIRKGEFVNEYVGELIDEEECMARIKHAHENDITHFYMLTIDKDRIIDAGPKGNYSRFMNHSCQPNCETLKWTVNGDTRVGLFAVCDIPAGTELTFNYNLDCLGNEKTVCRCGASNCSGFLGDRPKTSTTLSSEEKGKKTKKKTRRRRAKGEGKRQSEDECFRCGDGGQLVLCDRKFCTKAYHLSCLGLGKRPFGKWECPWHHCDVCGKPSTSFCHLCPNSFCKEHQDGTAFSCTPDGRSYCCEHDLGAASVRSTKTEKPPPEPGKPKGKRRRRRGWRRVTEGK
Rtt109 Vps75: inhibitors of Candida albicans Rtt109/Vps75 histone acetyltransferase; Q5AAJ8; purified Rtt109/Vps75, ThioGlo CoA-SH fluorescence, 4 h; inhibition, % at 34.9 µM; 330,000 compounds, 0.16% hits; AID 540336;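 active = inhibition of at least 50% in every replicate; inconclusive = best replicate reaches 50% inhibition but some replicates fall short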
RTF Ca sens act: cardiac RTF calcium sensitization; P19429+P45379; IANBD-labeled TnC RTF fluorescence at EC20 calcium; 0% EC20 calcium, 100% full calcium; activation, % at 7.2 µM; 340,000 compounds, 0.24% hits; AID 493008;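 active = activation above the mean over all tested compounds plus 3 SD, cut at about 30% in these data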;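 note: rise in fluorescence read as greater calcium sensitivity of cardiac thin filaments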
C-LANA FP: inhibitors of KSHV LANA C-terminal domain DNA binding. 340,000 compounds, 0.078% hits. MBP-C-LANA/FAM-LBS DNA binding, fluorescence polarization. inhibition, % at 9 µM;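 active = highest replicate inhibition at or above 60% at 9 µM, even if other replicates fall short; inactive = all replicates below 60% inhibition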;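 note: 0% = neutral control wells and 100% = 4 µM acridine orange control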
PvdQ inh: blocks Pseudomonas aeruginosa PvdQ acylase activity; purified PvdQ acylase, fluorescence plate reader; inhibition, % at 10 µM; 340,000 compounds, 0.063% hits; AID 488965; in the data active = inhibition above about 30%, passing the limit was not always enough; inconclusive = no clear call, values can overlap the other calls;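 note: 0% = vehicle neutral wells and 100% = reference inhibitor wells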
dFosB act: activators of mouse delta FosB homodimer; P13346; purified delta FosB, TAMRA-CDK5 oligo fluorescence polarization; percent of positive-control signal above neutral wells; activation, % at 25 µM; 340,000 compounds, 0.99% hits; AID 493131;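 active = mean activation above about 17%, with every replicate also reaching it, limit read from the data, passing the limit was not always enough; inconclusive = only one of the two conditions met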;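 note: fluorescence polarization rise as delta FosB binds a TAMRA Cdk5 AP-1 oligo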
PfHsp90 yeast 2: inhibits growth of yeast expressing Plasmodium falciparum Hsp90; S. cerevisiae expressing PfHsp90, BacTiter-Glo ATP, 48 h; yeast lacking PDR1 and PDR3 efflux regulators; inhibition, % at 9.4 µM; 310,000 compounds, 0.32% hits; AID 504621;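 active = every replicate shows inhibition above about 80%, whatever the replicate mean, limit read from the data; inconclusive = mean inhibition reaches the set limit but some replicate falls short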;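 note: 0% = DMSO neutral controls and 100% = 20 µM radicicol positive controls; yeast relying on Plasmodium falciparum Hsp90 in place of its own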
Mot1-301 SUMO: blocks SUMOylation pathway, rescuing yeast Mot1-301 growth. AID 2716. 320,000 compounds, 1% hits. growth rescue, % at 18.8 µM. S. cerevisiae Mot1-301 growth rescue, ATP luminescence, 38.5C; percent above DMSO median, 100 means doubled;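 active = every valid replicate shows activation above 250% relative to neutral control wells; inactive = the rest, any valid replicate at or below 250%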;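 note: OY570 slx delta 5 strain wells were the positive control but not used for scaling; some compounds called inactive have numbers as strong as hits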
RTF Ca sens inh: cardiac RTF calcium desensitization; P19429+P45379; IANBD-labeled cardiac RTF, Ca2+ fluorescence; inhibition, % at 7.15 µM; 340,000 compounds, 0.12% hits; AID 493244;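 active = inhibition above the mean inhibition of all tested compounds plus 3 SD, cut at about 17% in these data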;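 note: assay run at fixed EC70 calcium of 1.6 mM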
CDK5 inh: blocks human CDK5/p35 kinase activity | Q00535+Q15078 | Recombinant CDK5/p35, ADP-Glo luminescence, 60 min | inhibition, % at 10 µM | 330,000 compounds, 0.01% hits;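 active = highest replicate inhibition of at least 50% and at least 75% of replicates reaching 50%; inconclusive = only one of the two criteria met; inactive = both criteria failed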;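 note: plate controls were DMSO neutral control for no effect and GW8510 at 10 µM for full effect; many of its hits are not listed in these tables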
The depositor's hits bear a star; ? = inconclusive; · = no result given.

SMILES	Keap1 Nrf2 FP	NSD2 inh	Rtt109 Vps75	RTF Ca sens act	C-LANA FP	PvdQ inh	dFosB act	PfHsp90 yeast 2	Mot1-301 SUMO	RTF Ca sens inh	CDK5 inh
CCc1nn(CC(=O)NCCc2ccc(Cl)cc2)c(=O)c2cccn12	-4	0	14	-2	-1.1	11	-14	6	1	-12	1.3
COc1ccc(CNC(=O)CSc2nc3cccnc3s2)cc1	-3	1	5	-12	0.1	1	-2	13	-18	8	0.8
COc1cc(/C=N/NC(=S)NCc2ccco2)cc(OC)c1OC	0	3	9	0	-2.4	16	-5	0	498*	3	1.1
CCN(C(=O)c1coc(=O)c2ccccc12)c1cc(OC)ccc1OC	-3	2	1	-2	-0.3	6	-5	0	13	-4	-0.9
COc1ccc(C)cc1NC(=O)CN1C(=O)COc2ccc(S(=O)(=O)N3CCCCC3)cc21	-6	2	-2	-2	-0.5	-11	-15	13	-18	-7	1.4
O=C(c1cccc(C(=O)N(c2ccccn2)C2CCCCC2)c1)N(c1ccccn1)C1CCCCC1	-6	2	4	9	1.0	-22	-9	-22	130	0	-6.1
Cc1cc(C)n(CC(=O)n2c(C)c(C)c3ccccc32)n1	1	28	-16	-8	0.3	-6	-8	-10	-2	0	1.2
Cc1ccc(NC2Nc3cc(C)nn3S2)c(C)c1 (centres undefined)	-2	-1	5	-2	0.4	-13	-11	-44	-3	-16	1.6
COc1ccc(C(=O)N2CCC(c3ccccc3)CC2)c(OC)c1OC	2	-2	-1	-6	-0.2	-9	-6	·	42	-6	-4.1
CCc1nn(CCCC(=O)N2CCN(c3cccc(C)c3C)CC2)c(=O)c2cc3occc3n12	-1	1	5	2	-0.4	-12	-18	-3	8	8	-2.1
CCOC(=O)c1ccccc1NC(=O)CN1CCC(n2nnc3cc(F)ccc32)CC1	-1	-16	-8	1	-0.6	-11	-6	-17	·	11	1.4
COc1ccc(CNC2CCSc3ccccc32)cc1OC (centres undefined)	0	3	-6	-3	0.0	-9	-11	3	-3	2	0.6
CCCCn1c(N)c(N(CCOC)C(=O)C2CCN(S(=O)(=O)c3ccc(F)cc3)CC2)c(=O)[nH]c1=O	-1	-8	-3	2	0.6	-4	4	-6	217	0	0.4
CCCCn1c2nc3ccccc3nc2c2c(=O)n(CCC)cnc21	-4	-2	-24	-3	-1.0	12	7	-5	731*	2	0.7
COc1ccc(Br)cc1CN1CCCCCC1	-8	-3	12	-1	0.8	-19	-1	-5	-5	-3	0.0
CCN(CC)CCN1C(=O)C(=O)/C(=C(/O)c2c(C)[nH]c(C(=O)OC)c2C)C1c1ccco1 (centres undefined)	-7	6	-10	3	-0.6	-13	-7	25	12	-8	-1.1
COc1ccc2nc3oc(C(=O)NCCCOC(C)C)cc3cc2c1	1	-2	2	-1	2.1	-5	-24	-11	5	-2	-2.5
CCOc1ccc(CCNC(=O)COC(=O)CNS(=O)(=O)c2ccc(NC(C)=O)cc2)cc1OCC	5	0	12	-9	-0.9	2	-4	1	-4	-1	-0.8
O=C(O)CC(CC(=O)Nc1ccc(C(=O)O)cc1)c1ccccc1 (centres undefined)	-2	-1	-2	-1	-1.2	-4	1	2	211	0	1.0
CCC(=O)NC(c1ccccc1Cl)c1c(O)ccc2ccccc12 (centres undefined)	-1	4	3	-4	-1.0	-7	11	7	-2	5	0.3
O=C(Nc1cc([N+](=O)[O-])ccc1N1CCCC1)c1cccs1	0	7	1	1	-1.7	-4	3	5	42	1	0.7
Nn1c(SCc2nc3ccccc3[nH]2)nnc1-c1cccnc1	0	14	-2	2	-1.6	-4	2	6	66	-11	-2.3
COc1ccc(C(=O)Cc2ccc(OC)c(OC)c2)cc1	-4	·	2	4	-0.7	-14	1	-46	-8	-5	0.0
O=C(CCC(=O)N1CCSc2ccccc21)NC1CCCCC1	-3	·	-3	2	2.4	-2	6	5	-18	-19	-2.8
COC(=O)c1cnn(-c2ccccc2)c1C(OC)OC	-3	2	15	0	-0.3	1	-2	-2	-4	4	-0.3
COc1cc(N)c(Cl)cc1C(=O)OCC(=O)NC1CCCC1	-1	-6	0	-5	1.1	-9	1	-38	106	6	-1.0
Cc1cc(C)c(S(=O)(=O)N2CCN(C(=O)c3ccccc3OCc3c(C)noc3C)CC2)c(C)c1	-4	1	2	-2	-0.3	-11	-10	-1	·	-2	-1.0
O=C(COc1ccccc1)NCc1n[nH]c(=S)n1-c1ccccc1	1	3	-4	10	-3.0	10	-8	21	-8	-9	3.2
COc1ccc(OC)c(NC(=O)c2cc(OC(C)=O)cc(C(=O)Nc3cc(OC)ccc3OC)c2)c1	0	0	-1	-1	2.8	17	-8	5	-13	-3	1.9
CC(C)C(=O)N1CCC(CN=Cc2c(O)n(C3CCCCC3)c(=O)n(C3CCCCC3)c2=O)CC1	-3	27	23	4	-0.1	13	3	-13	·	3	0.2
CC(=O)C(Cc1ccccc1)NC(=O)CN1CCc2ccccc2C1 (centres undefined)	10	-3	0	4	-0.8	14	-15	4	0	-18	0.1
Cc1cccc(C)c1NC(=O)COC(=O)CSc1nnc(N)s1	-1	-1	-8	4	-2.0	-12	-2	23	-4	-11	2.2
COc1cc2[nH]c(=O)n(CCC(=O)N3CCN(c4cccc(C)c4C)CC3)c(=O)c2cc1OC	2	2	-7	10	0.1	3	-4	·	4	4	0.3
CN(C)C(=O)Cn1c(SCC(=O)Nc2ccc3c(c2)OCO3)nc2ccccc21	-3	2	1	1	0.8	-21	0	25	-3	-10	-2.6
Cc1cccc(CN2CCC(C(=O)Nc3ccc(Oc4cccnc4)cc3)CC2)c1	-2	5	4	1	-0.8	-2	-7	-2	-12	1	-0.9
Cc1ccc(S(=O)(=O)c2nc(S(C)(=O)=O)sc2N2CCCC2)cc1	-3	-2	13	-6	-1.3	-7	-8	8	7	-12	0.7
O=C(NC1CCCCC1NC(=O)c1cccs1)c1cccs1 (centres undefined)	-3	0	·	2	0.1	-1	10	10	-19	6	-1.2
CC(=O)N1CCN(c2ccc(N)cc2)CC1	-6	·	-10	-6	-3.2	-14	2	·	-10	6	1.3
O=C(c1ccccc1F)N(Cc1nc2ccccc2c(=O)[nH]1)C1CCCC1	-3	0	1	5	2.5	-5	-10	-19	40	-8	4.8
CCCCN(C(=O)c1c(-c2ccccc2)noc1C)c1c(N)n(CCC)c(=O)[nH]c1=O	2	-3	1	3	0.8	1	-3	-22	-1	0	0.3
COc1ccc(CN(CC(=O)NCc2ccc(F)cc2)C(=O)c2csnn2)cc1	-2	1	-17	-4	0.8	-11	-11	-18	38	-6	-0.7
CCOC(=O)CC(=O)Nc1nnc(C(C)C)s1	0	-9	-8	7	-1.1	-14	-8	·	-9	-6	0.4
CC(c1ccco1)N(C(=O)c1cc(Cl)cc(Cl)c1)c1ccccn1 (centres undefined)	0	·	-2	-4	-0.2	-7	-8	-47	-8	-1	-0.6
Cc1ccccc1N1C(=O)C2ON(c3ccccc3)C(c3cccnc3)C2C1=O (centres undefined)	-1	0	-18	4	-0.3	-11	-9	-22	2	-9	1.0
O=C(c1ccccc1)N1CCN(C(=O)c2cc3nc(-c4ccccc4)cc(C(F)(F)F)n3n2)CC1	0	8	-5	-8	-0.3	-16	-16	8	-14	3	-2.9
CCC(c1nnc(SCC(=O)NCCc2ccc(Cl)cc2Cl)o1)N(C)C (centres undefined)	0	-3	5	0	0.7	-3	3	4	-4	-6	2.3
CCN(C(=O)COC(=O)c1ccccc1NCCO)c1cccc2ccccc12	5	-4	20	-13	-0.4	-5	-12	5	-3	-12	-0.8
CCOc1ccc(OCC)c(NC(=O)CSc2nnnn2CC)c1	4	1	-20	-1	-2.8	2	4	·	-13	12	2.5
CCOCCCNC(=S)N(Cc1ccccc1)Cc1nc2ccccc2c(=O)[nH]1	-2	21	-9	-5	-0.3	-15	-10	-17	-9	-5	-0.2
CCN(CC)CCC(c1ccc(N(C)C)cc1)c1c(OC)cc(OC)c2ccc(=O)oc12 (centres undefined)	-5	·	-1	3	2.2	-15	-3	1	-19	-16	-1.6
COc1ccc(OC)c(CN2CCC(Cc3ccccc3)CC2)c1	-5	10	-12	-1	1.4	-16	-4	8	8	-4	2.2
CC(C)c1cccc(C(C)C)c1NC(=O)COC(=O)c1ccc2c(c1)S(=O)(=O)c1ccccc1C2=O	-1	-1	-7	-1	-1.0	-18	2	-26	-12	4	0.7
Cn1c(CNS(=O)(=O)c2ccc(Br)cc2)n[nH]c1=S	-4	1	2	14	-1.0	-5	4	·	0	3	0.7
COc1ccccc1NC(=O)Nc1ccccc1C#N	-5	0	-7	-4	0.2	-17	3	-8	4	-4	-1.1
Cc1cnc(C(=O)OCC(=O)Nc2sc3c(c2C#N)CCC3)cn1	-3	2	-2	-3	-1.1	-2	4	19	-2	4	1.1
O=C(COC(=O)Cc1ccc(Br)cc1)NC1CCCCCC1	0	-2	-6	-7	0.0	-1	-5	-15	-1	-1	0.5
O=C(COC(=O)c1cc(-c2ccco2)nc2ccccc12)NCc1ccc2c(c1)OCO2	-7	9	3	0	0.6	-3	-3	-8	-3	0	0.1
COC(=O)[C@]1(Cc2ccccc2)N[C@H](CN(C)C(=O)Nc2ccc(C(F)(F)F)cc2)[C@@H]2C(=O)N(Cc3ccccc3)C(=O)[C@@H]21	-3	·	2	-5	-1.3	-7	-20	-16	7	-4	2.2
COc1ccc(NC(=O)c2cccc(-n3c(C)ccc3C)c2)c(OC)c1	-3	2	-6	1	-0.7	-10	1	6	11	-15	1.2
Cc1ccc(C(=O)COC(=O)C2CC(=O)N(c3nc(-c4ccccc4)cs3)C2)cc1C (centres undefined)	-3	-1	2	-2	-0.2	-14	-16	9	5	-9	-0.8

Additional compounds
SMILES	Keap1 Nrf2 FP	NSD2 inh	Rtt109 Vps75	RTF Ca sens act	C-LANA FP	PvdQ inh	dFosB act	PfHsp90 yeast 2	Mot1-301 SUMO	RTF Ca sens inh	CDK5 inh
Oc1cccc(Nc2nc(NCC3CCCO3)c3ccccc3n2)c1 (centres undefined)	-5	·	?	-2	-1.0	-7	59*	62	-9	-12	7.3
CN1CCN(S(=O)(=O)c2ccc(N3CCN(S(=O)(=O)c4cccs4)CC3)nc2)CC1	-1	0	3	-7	0.5	0	4	-3	-11	0	-0.3
O=C(N/C(=C/c1ccc(Cl)cc1)C(=O)N1CCCC1)c1ccccc1	0	3	2	-5	-10	-5	-3	-4	14	6	-0.5
COc1ccc(C(=O)N2CC(=O)Nc3ccc(C)cc3C2c2ccccc2)cc1 (centres undefined)	-1	·	-1	-6	2.0	-3	-9	5	·	-6	-0.4
N#CC1=C(N)N(c2ccc(Oc3ccccc3)cc2)C(=O)C1	-5	1	5	5	-2.5	-11	-6	-39	8	-1	0.9

Screening results (PubChem BioAssay)
